VLA-4 inh: inhibition in a human VLA-4 binding assay; P13612; VLA-4 expressing cells, ligand binding flow cytometry; inhibition, % (about 7 µM as worked out from the volumes in the protocol); 0.2% of 330,000 active; in the data active means inhibition above about 50%
MEX-5 binding: C. elegans MEX-5 TCR-2 RNA binding activity; Q9XUB2; MEX-5/FITC-TCR2 RNA binding, fluorescence polarization; hits give low values; activity score (negative = inhibition of binding), % at 10 µM; 0.38% of 300,000 active; AID 1832;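 active means inhibition past about -25% in most replicates, and total fluorescence under double the plate's negative control median, limit read from the data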;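 further: 0% = DMSO and -100% = 5 µM competing unlabeled TCR2 RNA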
Target sequence (Q9XUB2 whole entry, looked up): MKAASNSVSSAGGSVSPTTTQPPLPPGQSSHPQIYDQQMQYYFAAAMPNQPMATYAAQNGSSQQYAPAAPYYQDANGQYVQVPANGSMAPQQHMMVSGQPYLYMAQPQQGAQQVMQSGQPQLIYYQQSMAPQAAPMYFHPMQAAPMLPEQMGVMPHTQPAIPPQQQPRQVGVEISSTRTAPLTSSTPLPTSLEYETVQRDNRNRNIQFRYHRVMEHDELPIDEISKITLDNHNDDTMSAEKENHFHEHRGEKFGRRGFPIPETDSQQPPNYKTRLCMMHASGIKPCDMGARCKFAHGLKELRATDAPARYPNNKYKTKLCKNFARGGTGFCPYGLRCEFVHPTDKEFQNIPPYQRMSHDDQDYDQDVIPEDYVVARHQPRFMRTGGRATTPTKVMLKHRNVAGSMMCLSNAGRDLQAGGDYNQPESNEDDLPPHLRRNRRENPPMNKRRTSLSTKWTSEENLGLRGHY
GRK2 aptamer HTS: blocks RNA aptamer binding to human GRK2; bead flow cytometry, FAM-aptamer displacement from GRK2; 0.59% of 330,000 active; AID 488847; P25098; inhibition of aptamer binding, % at 10 µM;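 active means inhibition of aptamer binding above 40%, roughly 3 SD of noise, on plates passing a quality check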;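 further: median bead fluorescence of bound FAM aptamer so fluorescent compounds give negative values; no value below 0 was filed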
Bcl-xL primary: inhibitors of human Bcl-xL; Q07817; GST-Bcl-xL / FITC-Bim BH3 peptide fluorescence polarization; inhibition, % at 10.9 µM; 0.7% of 320,000 active; AID 2129;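 active means inhibition above the mean of all tested compounds plus 3 SD, cutoff set per campaign, cut at about 30% in these data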;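 further: 0% = DMSO wells and 100% = unlabeled Bim-BH3 peptide competitor; inhibitors lower millipolarization by displacing the labeled peptide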
Target sequence (Q07817 whole entry, looked up): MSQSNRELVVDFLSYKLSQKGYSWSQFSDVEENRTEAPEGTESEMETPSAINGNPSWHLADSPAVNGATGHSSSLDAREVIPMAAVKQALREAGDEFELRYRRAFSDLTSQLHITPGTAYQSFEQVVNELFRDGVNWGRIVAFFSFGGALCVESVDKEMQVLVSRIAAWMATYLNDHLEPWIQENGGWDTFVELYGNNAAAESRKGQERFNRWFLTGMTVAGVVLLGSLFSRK
GLD-1 RNA inh: GLD-1-TGE RNA interaction inhibition (C. elegans); Q17339; purified GLD-1 + fluorescein TGE RNA, fluorescence polarization; inhibition, % at 5.96 µM; 0.44% of 320,000 active;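 active means percent inhibition above a per-plate cutoff, the plate mean of test compounds plus 3 SD, cut at about 30% in these data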;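 further: 0% = DMSO wells with GLD-1 and probe and 100% = wells lacking GLD-1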
CIT2-GFP yeast: modulators of TOR pathway CIT2-GFP in S. cerevisiae; S. cerevisiae CIT2-GFP strain, flow cytometry, 3 h; 100 means same as DMSO wells; GFP response vs DMSO, % at 10 µM; 0.065% of 320,000 active;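 active means GFP response relative to DMSO above a set limit, near the screen mean plus 3 SD, cut at about 150% in these data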;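 further: ratio of well median GFP fluorescence to mean of DMSO wells on the plate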
Fam108B counter: Fam108B inhibition, counter-screen for RBBP9 inhibitors; recombinant Fam108B, FP-Rh probe fluorescence polarization; inhibition, % at 9.51 µM; 0.33% of 300,000 active; AID 1947;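 active means inhibition above the screen mean inhibition plus 3 SD, computed separately per campaign, cut at about 18% in these data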;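 further: inhibitors lower polarization as less probe binds the enzyme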
AGP1 TOR yeast: alters AGP1-GFP fluorescence in TOR pathway yeast screen; 0.02% of 320,000 active; GFP response vs DMSO, % at 10 µM; S. cerevisiae AGP1-GFP multiplex flow cytometry, 3 h; GFP as percent of DMSO wells;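 active means GFP response relative to DMSO above a set limit, near screen average plus 3 SD, cut at about 150% in these data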;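 further: median GFP channel fluorescence of the gated AGP1 strain per well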
MCL1-BIM inh: MCL1-BIM-BH3 interaction inhibition (human); inhibition, % at 10.9 µM; GST-MCL1 / FITC-Bim-BH3 fluorescence polarization; AID 2057; 0.68% of 320,000 active;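 active means inhibition above the mean inhibition of all tested compounds plus 3 SD, set per campaign, cut at about 40% in these data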;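 further: 0% = DMSO wells and 100% = unlabeled Bim-BH3 peptide control; higher means more loss of mP so more displacement of Bim peptide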
An asterisk follows results filed as active; x = not tested or not shown. Hits appear at their usual frequency (roughly 2.2% active in at least one column).

item	Compound	VLA-4 inh	MEX-5 binding	GRK2 aptamer HTS	Bcl-xL primary	GLD-1 RNA inh
1	Cc1cc(C)c(S(=O)(=O)NC2CCN(Cc3ccccc3)CC2)c(C)c1	2	2.6	0	3	9
2	[O-]/[N+](=C\c1ccccc1)[C@@H]1CCCC[C@@H]1/[N+]([O-])=C/c1ccccc1	11	1.4	1	-3	-2
3	COC(=O)C(C)N1C(=O)S/C(=C\c2ccc(-c3ccc(C(=O)O)cc3C)o2)C1=O (stereo unspecified)	-7	-9.1	3	-12	-12
4	O=S(=O)(c1cccc2nsnc12)N1CCN(c2ccccc2F)CC1	10	0.5	4	-1	-5
5	CN(C)c1ccc(/C=C/c2ccc3ccccc3n2)cc1	-101	1.5	4	-22	-68
6	CC1CCN(C(=O)CSCc2ccc(Cl)cc2)CC1	15	0.1	0	1	0
7	Cc1ccc(CSCC(=O)N(C)CC(=O)Nc2ccc(Cl)c(Cl)c2)cc1	-3	-4.8	0	-3	8
8	CN(C1CCCCC1)S(=O)(=O)c1ccc(-c2ccccn2)s1	-6	3.4	2	0	2

item	CIT2-GFP yeast	Fam108B counter	AGP1 TOR yeast	MCL1-BIM inh
1	98	3	97	10
2	96	-1	97	0
3	84	-3	88	-15
4	90	-1	95	-2
5	84	-1	82	-59
6	95	-6	101	5
7	92	-5	103	-7
8	89	1	101	2

Remaining list, next part:
item	Compound	VLA-4 inh	MEX-5 binding	GRK2 aptamer HTS	Bcl-xL primary	GLD-1 RNA inh
9	COC(=O)CNC(=O)CN(c1ccc(OC)cc1OC)S(=O)(=O)c1ccccc1	14	x	2	6	6
10	CC(=O)c1cc(C#N)c(SCC(=O)OC(C)C)nc1C	-14	-2.3	0	7	-2
11	CN(CC(=O)N1CCN(c2ccccn2)CC1)S(=O)(=O)c1ccc2ccccc2c1	8	3.2	2	5	-1
12	O=C(NCC1CCCN1S(=O)(=O)c1cccs1)c1ccc(Cl)cc1 (stereo unspecified)	1	-5.9	0	3	5
13	CCOC(=O)C1=C(COC(=O)CCC(=O)c2ccc(C)cc2)NC(=O)NC1C (stereo unspecified)	-2	x	2	3	-3
14	O=c1ccc2cc(S(=O)(=O)Nc3ccccc3F)ccc2o1	3	-2.8	5	0	5
15	NNC(=O)c1ccc(COc2ccc(Br)cc2)o1	-6	-1.6	2	6	11
16	O=[N+]([O-])c1ccccc1-c1ccc(/C=N/n2cnnc2)o1	-2	0.3	0	8	-2

item	CIT2-GFP yeast	Fam108B counter	AGP1 TOR yeast	MCL1-BIM inh
9	96	x	107	-4
10	66	1	76	3
11	96	-2	98	1
12	91	3	96	1
13	100	x	105	3
14	103	0	97	14
15	99	-10	95	14
16	100	-6	116	14

(cont.)
item	Compound	VLA-4 inh	MEX-5 binding	GRK2 aptamer HTS	Bcl-xL primary	GLD-1 RNA inh
17	Cc1nc(SCCC(C)C)c([N+](=O)[O-])[nH]1	14	-3.5	0	-1	2
18	CCN(CC)C(=O)c1cc2cc(Br)ccc2oc1=O	1	2.3	0	-1	-2
19	Cc1ccc(S(=O)(=O)N(C)c2nc3ccccc3[nH]c2=S)cc1	-10	2.2	0	18	-12
20	COC(=O)c1ccccc1S(=O)(=O)N(Cc1cc2ccc(OC)cc2[nH]c1=O)CC1CCCO1 (stereo unspecified)	-3	1.0	6	2	3
21	COC(=O)c1ccccc1S(=O)(=O)N1CCC(C(=O)OC(C)C(=O)NC(N)=O)CC1 (stereo unspecified)	0	-0.3	3	6	2
22	O=C(c1ccc([N+](=O)[O-])cc1)N(Cc1ccc(Cl)cc1Cl)N1C(=O)CCCC1=O	-10	4.2	0	-5	-4
23	Cc1cc(C)c(OCC(=O)Nc2nnn(C)n2)c(Br)c1	0	0.7	1	2	5
24	Cc1ccc(OCCC(=O)OCC(=O)Nc2ccc(F)cc2)cc1	3	2.7	1	2	5

item	CIT2-GFP yeast	Fam108B counter	AGP1 TOR yeast	MCL1-BIM inh
17	98	-2	107	-3
18	114	0	107	-1
19	105	3	104	10
20	93	4	93	0
21	95	2	100	5
22	106	4	112	1
23	96	0	94	2
24	106	0	102	-5

Other records:
item	Compound	VLA-4 inh	MEX-5 binding	GRK2 aptamer HTS	Bcl-xL primary	GLD-1 RNA inh
25	CC(=O)N(CN1C(=O)c2ccc([N+](=O)[O-])cc2C1=O)c1ccc(F)cc1	-2	1.0	3	0	8
26	CCCn1c(=O)c(Br)cn(-c2ccccc2C)c1=O	19	0.9	0	5	8
27	CCOC(=O)C1(Cc2cccc(OC)c2)CCN(CC2CC=CCC2)CC1 (stereo unspecified)	11	-1.0	0	7	5
28	CC1=C(C(=O)OCc2ccccc2)C(c2ccccc2)NC(=O)N1CCCCCC(=O)O (stereo unspecified)	x	3.0	x	2	-7
29	COC(=O)C[C@H]1c2ccccc2S(=O)(=O)N1Cc1ccc(OC)cc1	12	-1.6	0	3	15
30	CCOc1ccc(S(=O)(=O)N2CCN(C(=O)c3cccnc3)CC2)cc1	-9	-0.2	1	-3	-6
31	O=S(=O)(NCc1ccncc1)c1ccccc1	4	1.9	0	-2	3
32	CCOC(=O)c1c(N)n(-c2ccc(N)cc2)c2nc3ccccc3nc12	-1	-0.2	5	4	1

item	CIT2-GFP yeast	Fam108B counter	AGP1 TOR yeast	MCL1-BIM inh
25	96	-1	101	5
26	105	2	106	0
27	93	4	94	7
28	x	-2	x	2
29	101	0	110	-4
30	100	-4	91	-4
31	103	4	107	-2
32	95	0	90	14

Filtered by structure: the entries above containing an aryl thioether with sulfur outside any ring.
item	Compound	VLA-4 inh	MEX-5 binding	GRK2 aptamer HTS	Bcl-xL primary	GLD-1 RNA inh
10	CC(=O)c1cc(C#N)c(SCC(=O)OC(C)C)nc1C	-14	-2.3	0	7	-2
17	Cc1nc(SCCC(C)C)c([N+](=O)[O-])[nH]1	14	-3.5	0	-1	2

item	CIT2-GFP yeast	Fam108B counter	AGP1 TOR yeast	MCL1-BIM inh
10	66	1	76	3
17	98	-2	107	-3

Further records.
item	Compound	VLA-4 inh	MEX-5 binding	GRK2 aptamer HTS	Bcl-xL primary	GLD-1 RNA inh
33	COc1ccc(C(=O)NC(Cc2ccccc2)c2ccc3c(c2)OCCCO3)cc1 (stereo unspecified)	4	2.7	2	-3	6
34	CCOC(=O)C1=C(C)N(c2ccc(OC)cc2)C(=O)/C1=C\c1cccs1	1	0.1	1	3	-7
35	COC(=O)Cc1ccc(NC(=O)c2ccccc2Br)cc1	-1	-1.6	2	-3	6
36	CCOc1ccc(C(=O)N/N=C/c2ccccc2[N+](=O)[O-])cc1	-20	-0.3	1	6	-2
37	COc1ccc(Cl)cc1NC(=O)COc1ccc2c(c1)OCO2	9	x	0	3	1
38	O=C(O)CCC(=O)Nc1ccc(Br)cc1C(=O)c1ccccc1	3	1.9	0	4	-2
39	O=C(NC(=S)Nc1ccc(CN2CCCCC2)cc1)c1cccc(OCc2ccccc2)c1	0	1.5	0	4	0
40	Cc1ccc(NC(=O)c2cc(-c3cc(Cl)ccc3O)n[nH]2)cc1C	9	-0.5	3	x	x

item	CIT2-GFP yeast	Fam108B counter	AGP1 TOR yeast	MCL1-BIM inh
33	101	-2	105	0
34	110	1	102	9
35	95	1	103	-1
36	95	6	89	12
37	84	x	95	6
38	92	-1	111	2
39	110	-2	119	4
40	94	x	92	x

Additional results follow.
item	Compound	VLA-4 inh	MEX-5 binding	GRK2 aptamer HTS	Bcl-xL primary	GLD-1 RNA inh
41	Cc1cc(N2CCOCC2)nc2ccc(NC(=S)NC(C)C)cc12	10	-2.7	0	15	-2
42	CN(C)CCCN(C(=O)c1ccc([N+](=O)[O-])o1)c1nc2cc3c(cc2s1)OCO3	14	-3.9	55*	8	3
43	COc1ccc(S(=O)(=O)NCCC(=O)Nc2ccc(C)cc2)cc1	8	-1.5	2	3	6
44	Cc1ccc(Nc2nc(-c3cccnc3)nc3ccccc23)cc1	5	-4.7	1	4	5
45	CC(=O)NCC1CCCN(c2nc3nonc3nc2N(C)Cc2ccccc2)C1 (stereo unspecified)	1	1.8	4	-1	2
46	S=C(NCc1ccco1)Nc1ccc2c(c1)OCCO2	-3	-0.3	2	-2	3
47	CCCCN1C(N)=NC[C@@H]1Cc1ccccc1	x	1.1	x	2	13
48	O=C1CC2(CCN(C(=O)c3ccccc3Br)CC2)Oc2ccccc21	12	-0.2	0	0	9

item	CIT2-GFP yeast	Fam108B counter	AGP1 TOR yeast	MCL1-BIM inh
41	86	3	86	26
42	106	4	112	5
43	100	-2	95	-2
44	80	-12	75	2
45	101	3	100	2
46	99	-1	96	-9
47	x	6	x	1
48	107	0	103	2

Reprinted, compounds 43 to 47
item	Compound	VLA-4 inh	MEX-5 binding	GRK2 aptamer HTS	Bcl-xL primary	GLD-1 RNA inh
43	COc1ccc(S(=O)(=O)NCCC(=O)Nc2ccc(C)cc2)cc1	8	-1.5	2	3	6
44	Cc1ccc(Nc2nc(-c3cccnc3)nc3ccccc23)cc1	5	-4.7	1	4	5
45	CC(=O)NCC1CCCN(c2nc3nonc3nc2N(C)Cc2ccccc2)C1 (stereo unspecified)	1	1.8	4	-1	2
46	S=C(NCc1ccco1)Nc1ccc2c(c1)OCCO2	-3	-0.3	2	-2	3
47	CCCCN1C(N)=NC[C@@H]1Cc1ccccc1	x	1.1	x	2	13

item	CIT2-GFP yeast	Fam108B counter	AGP1 TOR yeast	MCL1-BIM inh
43	100	-2	95	-2
44	80	-12	75	2
45	101	3	100	2
46	99	-1	96	-9
47	x	6	x	1

Next entries:
item	Compound	VLA-4 inh	MEX-5 binding	GRK2 aptamer HTS	Bcl-xL primary	GLD-1 RNA inh
49	CNc1nc(-c2ccccc2)cc(C(F)(F)F)c1C#N	15	0.3	1	3	4
50	Nc1ccc(C(=O)NCC2(c3ccccc3)CCCC2)cc1	18	x	1	2	-1
51	O=C1C2C3CCC(C3NCc3ccccc3)C2C(=O)N1Cc1ccccc1 (stereo unspecified)	-6	2.7	1	4	6
52	C/C(=N\NC(=O)c1ccc(O)cc1)c1cccc(NC(=O)c2ccccc2C)c1	-5	1.7	0	3	7
53	COc1ccc(C(=O)NCCn2cc(SCC(=O)Nc3nnc(C)s3)c3ccccc32)cc1	8	1.4	2	-1	3
54	CCCCN1CC2([N+](=O)[O-])C=CC(=O)C([N+](=O)[O-])(C1)C2CC(=O)c1ccccc1 (stereo unspecified)	-10	0.0	2	3	-2

item	CIT2-GFP yeast	Fam108B counter	AGP1 TOR yeast	MCL1-BIM inh
49	103	-1	23	4
50	93	-2	98	-1
51	95	-4	99	1
52	90	-6	95	1
53	105	-1	104	0
54	92	6	78	6
